TRPC6 inh: inhibitors of mouse TRPC6 channel; Q61143; HEK293-TRPC6, membrane potential dye, ACh-evoked depolarization; hits give low values; B-score at 10 µM; hit rate 1.1% among 310,000; AID 2553;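 active means B-score under library mean minus 3 SD, initial fluorescence not abnormally high, positive integrated signal ratio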;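 further: B-score derived from integrated fluorescence ratio over the kinetic read; more negative B-score means stronger inhibition of depolarization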
HIF activator: HIF pathway transcriptional activation; U2OS HRE-luciferase reporter, luminescence; normalized: DMSO 0%, desferrioxamine 100%; hit rate 0.32% among 300,000; activation, % at 7.5 µM (by protocol); AID 1910;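 active means mean activation of at least 10% of the iron chelator positive control signal, with at least half of replicates also reaching 10%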
MrgX1 ag: agonists of human MrgX1 receptor; hit rate 0.44% among 310,000; Q96LB2; B-score at 10 µM; AID 588627; MrgX1-HEK293 cells, Fluo-4 calcium fluorescence, agonist mode; hits give high values;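 active means calcium response B-score plate-corrected fluorescence ratio at least 3 library SD, with starting fluorescence B-score inside 5 SD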
Target sequence (Q96LB2 whole entry, looked up): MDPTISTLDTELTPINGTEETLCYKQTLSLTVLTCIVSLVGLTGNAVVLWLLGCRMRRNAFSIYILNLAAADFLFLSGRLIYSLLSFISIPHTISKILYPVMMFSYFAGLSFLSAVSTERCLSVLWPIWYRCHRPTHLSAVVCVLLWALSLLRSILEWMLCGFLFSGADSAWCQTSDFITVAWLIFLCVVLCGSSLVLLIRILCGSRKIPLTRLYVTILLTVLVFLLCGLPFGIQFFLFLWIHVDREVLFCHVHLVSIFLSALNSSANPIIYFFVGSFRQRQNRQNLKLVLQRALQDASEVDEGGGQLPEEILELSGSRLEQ
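System: HEK293 cells stably expressing human MrgX1 receptor; Dosing: test compound in the initial addition of three; Schedule: overnight plating, then 30 min 37 °C plus 30 min room-temperature dye loading; Detection: kinetic calcium dye fluorescence, Fluo-4 NW; Controls: per-plate positive and negative controls for Z′ factor.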
TRPC4 potent: allosterically enhances the mouse TRPC4 cation channel; HEK293 TRPC4beta/mu-opioid, DAMGO EC20, Fluo-4 Ca2+ flux; hits give high values; B-score at 10 µM; hit rate 0.42% among 310,000;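 active means B-score of calcium response area above 5 SD of library B-scores, with initial fluorescence ratio within 5 SD of library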;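 further: B-score of integrated fluorescence ratio over time as area under calcium response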
TRPC6 act: activates the mouse TRPC6 cation channel; HEK293-TRPC6 membrane potential dye fluorescence; hits give high values; B-score at 10 µM; hit rate 0.13% among 310,000; AID 2550;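 active means B-score of the integrated fluorescence ratio above library mean plus 3 SD, and starting fluorescence ratio within library mean plus 5 SD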;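 further: higher score means more depolarization so channel activation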
PolyA inhibitor: yeast polyadenylation inhibition | S. cerevisiae SKY197-pL101 polyadenylation reporter, beta-gal luminescence; efflux-impaired pdr1/pdr3 knockout yeast; score 100 = 6 SD above DMSO | calls only at 12 µM | hit rate 0.02% among 300,000 | AID 1875;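 active means lowest replicate activity score at least 50, where 100 means six control SD above control mean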;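 further: yeast exposed to compound for 9 h at 30 °C; higher score means more reporter readthrough which indicates perturbed polyadenylation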
MrgX1 antag: antagonists of human MrgX1 receptor. Q96LB2. MRGX1-HEK293 calcium flux, Fluo-4, BAM8-22 antagonism; hits give low values. B-score at 10 µM. hit rate 1.3% among 310,000. AID 588676;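 active means calcium-response B-score plate-corrected more than 3 library SD below zero, starting fluorescence within 5 deviations, no agonist response on first addition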;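 further: peak minus trough fluorescence over baseline after final BAM8-22 challenge near maximal dose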
AI-2 QS modul: modulators of Vibrio harveyi AI-2 quorum sensing system; Vibrio harveyi JMH597 AI-2 luminescence/OD600 ratio, 9 h; hits give low values; strain lacks LuxN and CqsS sensors; 0 = neutral-control median; AID 2094; hit rate 0.4% among 300,000; activity change, % at 7.5 µM; in the data active means activity change below about -75%, passing the limit was not always enough;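 further: luminescence divided by OD600 gain over 9 h not by final OD600 alone; inactives centre near 13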
TRPC4 inh: inhibitors of mouse TRPC4 channel; HEK293 TRPC4beta/mu-opioid, DAMGO-evoked Fluo4 calcium flux; hits give low values; B-score at 10 µM; hit rate 0.39% among 300,000; AID 2247;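 active means B-score over 3 SD under the library average, no early fluorescence shift, positive overall ratio signal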
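Assay system: HEK293 cells with stable TRPC4beta plus mu-opioid receptor expression; Probe or stimulus: DAMGO in two steps, submaximal then maximal; Dosing: single-point compound dosing; Measured by: Fluo4 calcium-dye fluorescence, kinetic read; Read-out basis: B score from integrated Fluo4 fluorescence ratio.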
TRPC4 agonist: TRPC4 (mouse) channel activation; B-score at 10 µM; Q9QUQ5; hit rate 0.49% among 310,000; HEK293 TRPC4beta/mu-opioid, Fluo4 calcium fluorescence; hits give high values;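 active means B-score above 5 SD of library B-scores, and initial fluorescence ratio not above library mean plus 5 SD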;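 further: positive B-score marks a calcium rise read as TRPC4 activation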
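Incubation: 45 min room-temperature Fluo4 loading, 110 s read / System: HEK293 cells stably co-expressing mouse TRPC4beta and mu-opioid receptor / Signal: Fluo4 fluorescence, kinetic / Control set: buffer (low) and maximal DAMGO (high) / Measure: integrated baseline-normalised fluorescence ratio, converted to per-well B score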
MrgX1 allo act: human MrgX1 positive allosteric modulation, primary screen; MrgX1-HEK293, Fluo-4 calcium flux, FDSS; hits give high values; B-score at 10 µM; hit rate 0.63% among 310,000; AID 588675;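 active means plate-corrected calcium response at least 3 library SD above typical, normal starting fluorescence, not activating the receptor alone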;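 further: compound read alongside a low EC10 to EC30 dose of BAM8-22 agonist; peak minus trough fluorescence over baseline measured at the second addition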
An asterisk follows results filed as active; i = inactive; nt = no result given. An excerpt; count on the stated rates, not on these rows.

Order of values – TRPC6 inh | HIF activator | MrgX1 ag | TRPC4 potent | TRPC6 act | PolyA inhibitor | MrgX1 antag | AI-2 QS modul | TRPC4 inh | TRPC4 agonist | MrgX1 allo act
Cc1cccc(Cn2cnc3c(N)c(C)c(C)cc32)c1
    i | -0.6 | i | i | i | i | i | 14 | i | i | 9.8*
O=C(CCCc1ccccc1)Nc1cccc2c1CCCC2
    i | 0.3 | i | i | i | i | i | 17 | i | i | i
COC(=O)C1=C(C)NC(C)=C(C(=O)OC)C1c1ccc(NC(C)=O)cc1
    i | -0.1 | i | i | i | i | i | 20 | i | i | i
CCOC(=O)Nc1ccc2c(c1)N(C(=O)CCN(C)C)c1ccccc1CC2
    i | -2.2 | i | i | i | i | i | 13 | i | i | i
CCOc1ccccc1C(=O)N(C)CC(=O)Nc1ccc(OC)cc1
    i | -0.5 | i | i | i | i | i | 23 | i | i | i
COC(=O)C1=CN(c2cccc(C)c2)C=C(C(=O)OC)C1c1cc(OC)c(O)c([N+](=O)[O-])c1
    i | -0.1 | i | i | i | i | i | 27 | i | i | i
CC(=O)NC1=NN(C(C)=O)C(C)(CS(=O)(=O)c2ccc(C)c(C)c2)S1 (stereo not drawn)
    i | 0.1 | i | i | i | i | i | 1 | i | i | i
CN(C)c1cccc(C(=O)NC2CCCCCC2)c1
    i | 2.6 | i | i | i | i | i | 10 | i | i | i
S=C(Nc1ccccc1)N1CCN(C(=S)Nc2ccccc2)CC1
    i | -0.4 | i | i | i | i | i | 7 | i | i | i
COc1ccccc1C/C(N)=N/OC(=O)/C=C/c1ccccc1
    i | -0.2 | i | i | i | i | i | 22 | i | i | i
COc1ccc(C(CNC(=O)CCNC(=O)c2ccc(Br)cc2)N2CCOCC2)cc1 (stereo not drawn)
    i | -0.5 | i | i | i | i | i | 35 | i | i | i
COc1ccc(OC)c(NC(=O)C2CCCN(S(=O)(=O)c3cccc4nsnc34)C2)c1 (stereo not drawn)
    i | -0.3 | i | i | i | i | i | -1 | i | i | i
O=C(Cn1cnc2c(nnn2Cc2ccccc2)c1=O)NCc1ccccc1Cl
    i | -0.2 | i | i | i | i | i | 6 | i | i | i
CSc1nnc2c3c4c(sc3c(=O)n(-c3ccccc3)n12)CC(C)(C)OC4
    i | -2.0 | i | i | i | i | i | 20 | i | i | i
O=C(O)c1ccc(NCc2cccc(Br)c2)cc1
    i | 0.1 | i | i | i | i | i | -91* | i | i | i
C=CCn1nc(-c2ccccc2)cc1C(=O)OCC
    i | 0.2 | i | i | i | i | i | 13 | i | i | i
CC(=O)Nc1ccc(C(=O)OCc2ccc(Br)cc2)cc1
    i | -0.2 | i | i | i | i | i | -89* | i | i | i
Cc1cc(C)cc(NC(=O)NC(C)C2CCCO2)c1 (stereo not drawn)
    i | -0.2 | i | i | i | i | i | 8 | i | i | i
COc1ccc(CNc2nc3ccccc3s2)cc1OC
    i | 3.3 | i | i | i | i | i | 9 | i | i | i
CCOC(=O)CN1CC23C=CC(O2)C(C(=O)Nc2ccc(F)cc2)C3C1=O (stereo not drawn)
    i | 0.0 | i | i | i | i | i | -5 | i | i | i
CNc1nc(-c2ccc([N+](=O)[O-])cc2)cs1
    i | 1.6 | i | i | i | i | i | 22 | i | i | i
O=C(CC(=O)Nc1ccc(F)cc1)Nc1ccc(F)cc1
    i | -2.5 | i | i | i | i | i | -4 | i | i | i
CCc1ccccc1NC(=S)N(CCCN(C)C)Cc1cc2cc3c(cc2[nH]c1=O)OCO3
    i | 0.4 | i | i | i | i | i | 18 | -8* | i | i
Cc1ccc(NC(=O)CN2C(=O)C3CCCCN3C(=O)c3ccccc32)cc1 (stereo not drawn)
    i | 0.5 | i | i | i | i | i | 12 | i | i | i
Cc1ccc2nc(/C(C#N)=C/c3ccc(-c4ccccc4C(=O)O)o3)[nH]c2c1
    i | -1.6 | 33* | i | i | i | i | 2 | i | i | i
CCc1ccccc1N(CC(=O)OC)S(C)(=O)=O
    i | -0.5 | i | i | i | i | i | 15 | i | i | i
CC1(C)CC(=O)c2ccc(O)cc2O1
    i | -0.2 | i | i | i | i | i | 14 | i | i | i
Cc1csc(NC(=O)C2CCCCC2)n1
    i | 1.6 | i | i | i | i | i | 16 | i | i | i
CC(C)CCNC(=O)C1CCN(c2nc3ccccc3o2)CC1
    i | 0.0 | i | i | i | i | i | 17 | i | i | i
CC(=O)Nc1ccc(S(=O)(=O)N2CCC(C(=O)N[C@@H](C)C(=O)NC3CCCC3)CC2)cc1
    i | -0.3 | i | i | i | nt | i | 42 | i | i | i

Looked up above:
Under AI-2 QS modul, CC(C)CCNC(=O)C1CCN(c2nc3ccccc3o2)CC1 has the entry 17
Under HIF activator, CSc1nnc2c3c4c(sc3c(=O)n(-c3ccccc3)n12)CC(C)(C)OC4 has the entry -2.0

(listing goes on)
Order of values – TRPC6 inh | HIF activator | MrgX1 ag | TRPC4 potent | TRPC6 act | PolyA inhibitor | MrgX1 antag | AI-2 QS modul | TRPC4 inh | TRPC4 agonist | MrgX1 allo act
Cc1nnsc1-c1nnc(SCC(=O)c2ccccc2)n1C1CC1
    i | -0.1 | i | i | i | i | i | 23 | i | i | i
Cc1ccc(-c2nnn(CC(=O)NC3CC4CCC3C4)n2)cc1 (stereo not drawn)
    i | 0.5 | i | i | i | i | i | 28 | i | i | i
COC(=O)COn1c(SC(C)C)nc2ccccc2c1=O
    i | 0.0 | i | i | i | i | i | 4 | i | i | i
Cc1ccc(-c2nnn(CC(=O)N(CCN3CCOCC3)C(C(=O)NC(C)(C)C)c3ccc(C)o3)n2)cc1 (stereo not drawn)
    i | -0.2 | i | i | i | i | i | 11 | i | i | i
COc1ccc(S(=O)(=O)N2CCCC2C(=O)Nc2ccc(C(C)=O)cc2)cc1 (stereo not drawn)
    i | -0.2 | i | i | i | i | i | 26 | i | i | i
CC1CN(C(=O)c2ccc(N3CCCCC3)c([N+](=O)[O-])c2)CC(C)O1 (stereo not drawn)
    i | -1.1 | i | i | i | i | i | -4 | i | i | i
CCCCn1c(SCC(=O)NCc2ccco2)nnc1-c1ccco1
    i | -0.4 | i | i | i | i | i | 20 | i | i | i
Cc1csc2ncc(C(=O)Nc3cccc(C(F)(F)F)c3)c(=O)n12
    i | 0.1 | i | i | i | i | i | -3 | i | i | i
O=C(N/N=C/c1cccnc1)c1ccccc1OCc1cccc(Br)c1
    i | 0.7 | i | i | i | i | i | 25 | i | i | i
COc1ccccc1N(CC(=O)Nc1c(C)cccc1C)S(C)(=O)=O
    i | -0.1 | i | i | i | i | i | 18 | i | i | i
Cc1cc(C)n2nc(C(=O)NCc3cccc(C(F)(F)F)c3)nc2n1
    i | 0.4 | i | i | i | i | i | 22 | i | i | i
COc1cc(S(=O)(=O)NC2CCCCC2C)ccc1F (stereo not drawn)
    i | -0.5 | i | i | i | i | i | 16 | i | i | i
Cc1cccc(C(=O)NCC(=O)OCC(=O)N(C)CC(=O)Nc2ccc(F)cc2)c1
    i | 0.1 | i | i | i | i | i | 31 | i | i | i
COc1ccc(CC(=O)c2ccc(O)cc2O)cc1OC
    i | 0.6 | i | i | i | i | i | -47 | i | i | i
Cc1cc(C)c(S(=O)(=O)N2CCCCC2CCNC(=O)C(=O)NCC2CCCO2)c(C)c1 (stereo not drawn)
    i | -0.2 | i | i | i | i | i | -5 | i | i | i
CS(=O)(=O)N1CCC(C(=O)Nc2ccc(Cl)cc2)CC1
    i | -47 | i | i | i | i | i | 12 | i | i | i
CCCN1CCN(C(=O)c2noc3c2COc2ccc(C)cc2-3)CC1
    i | 0.3 | i | i | i | i | i | -3 | i | i | i
CN(C)S(=O)(=O)c1cccc(NC(=O)c2ccc3c(c2)S(=O)(=O)N=C2CCCCCN23)c1
    i | 0.4 | i | i | i | i | i | 17 | i | i | i
CC(Oc1ccccc1)C(=O)N1CCC2(CC1)CC(=O)c1ccccc1O2 (stereo not drawn)
    i | 0.0 | i | i | i | i | i | 14 | i | i | i
CCC(=O)N1CCc2cc(S(=O)(=O)NC(C(=O)NC3CCCc4ccccc43)C(C)C)ccc21 (stereo not drawn)
    i | -19 | i | i | i | i | i | 36 | i | i | i
O=C(c1ccco1)N(CCCN1CCOCC1)c1nc(-c2ccc(Cl)cc2)cs1
    i | -0.1 | i | i | i | i | i | 3 | i | i | i
Cc1ccc(S(=O)(=O)c2nc(-c3ccccc3)oc2NCCN2CCOCC2)cc1
    i | -0.4 | i | i | i | i | i | 14 | i | i | i
CCC(=O)Nc1cc(C)c(NC(=O)CCc2ccccc2)cn1
    i | -0.7 | i | i | i | i | i | 5 | i | i | i
CC(=O)C1=C(O)C(=O)N(c2ccc(Br)cn2)C1c1ccccc1[N+](=O)[O-] (stereo not drawn)
    i | -10 | i | i | i | i | i | 33 | i | i | i
CCOc1ccc(NC(=O)CSc2nc(O)c(C)c(=O)n2-c2ccc(F)cc2)cc1
    i | -0.2 | i | i | i | i | i | 0 | i | i | i
O=c1[nH]c2ccccc2c2cn(-c3ccccc3)nc12
    i | 5.0 | i | i | i | i | i | 15 | i | i | i
Cc1cc(N2C(=O)CCC2=O)n(-c2ccccc2)n1
    i | 0.0 | i | i | i | i | i | 10 | i | i | i
CCS(=O)(=O)C1=NN2C(=N)/C(=C\c3ccc(OS(=O)(=O)c4ccccc4)c(OC)c3)C(=O)N=C2S1
    i | -0.1 | i | i | i | i | i | 44 | i | i | i
CCN1CCN(C(c2ccc(F)cc2)c2nnnn2Cc2ccc3c(c2)OCO3)CC1 (stereo not drawn)
    i | 0.6 | i | i | i | i | i | 16 | i | i | i
CC1=CC(C)(C(Cl)Cl)C(C)=CC1=O (stereo not drawn)
    i | -0.2 | i | i | i | i | i | 23 | i | i | i

Assay outcomes from PubChem.
